ATXN viability – Viability Counterscreen for Primary qHTS for Inhibitors of ATXN expression; S2 cells (HEK-293 line with an ATXN2-luciferase reporter) viability, CellTiter-Fluor protease fluorescence, 24 h; Potency, µM (top dose mostly 56.7 µM), most hits filed as cytotoxic; 0.49% of 400,000 active; further: nearly all actives have a fitted effect of over 40% in size
HepG2 tox – qHTS for Inhibitors of TGF-b: Cytotox Counterscreen; HepG2 CAGA-GFP viability, ATP luminescence, 18 h; 0.76% of 410,000 active; Potency, µM (top dose mostly 46.1 µM), inactives show at the highest dose activity change, negative = cytotoxicity, actives largely listed as cytotoxic; further: some results filed as inactive show a strong effect at the top dose
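HepG2 CAGA-GFP cells (1000/well, DMEM with 1% FBS) received compound, then TGF-beta at 500 pg/mL final, and were incubated 18 hours at 37 degrees C. Viability was read by CellTiter-Glo luminescence. Media-only wells were set as complete cell-killing and DMSO as no toxicity.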
EPAC2 antag – qHTS for Antagonist of cAMP-regulated guanine nucleotide exchange factor 2 (EPAC2): primary screen; 0.18% of 360,000 active; Potency, µM (titrated, usually from 114 µM), for inactives: at the highest dose activity, negative = inhibition, usual class: inhibitors; EPAC2 GEF exchange of Rap1B-BODIPY-GDP, fluorescence; AID 720708, 2013; further: on the % scale 0 is the no-effect control and ±100 the full control effect; nearly all actives have a fitted effect of over 45% in size; many of its hits are not listed in these tables
Target sequence (Q8WZA2 whole entry, looked up): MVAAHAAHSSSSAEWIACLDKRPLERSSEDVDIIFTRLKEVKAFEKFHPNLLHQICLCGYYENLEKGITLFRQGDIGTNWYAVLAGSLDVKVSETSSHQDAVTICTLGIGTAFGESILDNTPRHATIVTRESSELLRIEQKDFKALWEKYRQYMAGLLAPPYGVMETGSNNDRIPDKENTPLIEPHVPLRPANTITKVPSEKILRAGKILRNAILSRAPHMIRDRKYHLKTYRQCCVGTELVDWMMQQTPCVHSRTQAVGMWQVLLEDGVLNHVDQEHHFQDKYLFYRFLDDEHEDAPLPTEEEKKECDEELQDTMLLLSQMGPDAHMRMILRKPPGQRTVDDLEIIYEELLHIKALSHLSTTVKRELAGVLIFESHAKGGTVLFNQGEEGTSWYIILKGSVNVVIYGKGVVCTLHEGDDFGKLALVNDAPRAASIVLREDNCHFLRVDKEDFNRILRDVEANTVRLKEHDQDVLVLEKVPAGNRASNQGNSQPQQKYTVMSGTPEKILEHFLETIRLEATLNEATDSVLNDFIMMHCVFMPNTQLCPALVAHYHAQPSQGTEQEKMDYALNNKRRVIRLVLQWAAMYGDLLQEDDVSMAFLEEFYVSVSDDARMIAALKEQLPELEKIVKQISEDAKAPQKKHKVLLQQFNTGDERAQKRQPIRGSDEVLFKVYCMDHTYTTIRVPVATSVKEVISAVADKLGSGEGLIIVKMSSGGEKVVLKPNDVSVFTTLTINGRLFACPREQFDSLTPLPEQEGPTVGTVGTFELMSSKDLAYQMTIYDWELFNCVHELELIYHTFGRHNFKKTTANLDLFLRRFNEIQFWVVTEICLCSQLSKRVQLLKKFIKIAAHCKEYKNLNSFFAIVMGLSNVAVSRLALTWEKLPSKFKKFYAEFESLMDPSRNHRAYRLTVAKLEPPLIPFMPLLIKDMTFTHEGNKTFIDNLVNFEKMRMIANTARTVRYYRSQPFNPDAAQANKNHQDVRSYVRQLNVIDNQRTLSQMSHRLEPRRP
MCF10A rerep – A quantitative high throughput screen for small molecules that induce DNA re-replication in MCF 10a normal breast cells. MCF 10A DNA re-replication, Hoechst nuclear intensity, 48 h. Potency, µM (doses to about 46.1 µM), for inactives: at the highest dose activity, positive = re-replication, actives largely listed as activators. 2.9% of 350,000 active. AID 624296, 2012; further: % of control where 0% means no effect; nearly all actives have a fitted effect of over 50% in size
ATXN2 expr inh – Primary qHTS for Inhibitors of ATXN expression. HEK-293 ATXN2-luciferase reporter, luminescence, 24 h. Potency, µM (top dose mostly 57 µM), without a hit: at the top dose activity change, negative = inhibition, most hits filed as inhibitors. 0.72% of 360,000 active; further: on the % scale 0 is the no-effect control and ±100 the full control effect; nearly all actives have a fitted effect of over 55% in size
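ATXN2-luciferase reporter cells (luciferase flanked by upstream and downstream ATXN2 gene portions) were treated 24 h at 37 °C with compounds at up to 57 uM. SteadyGlo luminescence gave expression; GF-AFC fluorescence gave viability.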
TGFb inhibitor – qHTS for Inhibitors of TGF-b; 1.2% of 410,000 active; Potency, µM (series often up to 46.1 µM), for the others: top-dose activity, negative = inhibition, most hits filed as inhibitors; HepG2 CAGA-GFP TGF-b/SMAD3 reporter, GFP fluorescence, 18 h; TGF-beta stimulated, 500 pg/mL final; further: on the % scale 0 is the no-effect control and ±100 the full control effect; nearly all actives have a fitted effect of over 65% in size
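GFP signal (ex488/em500-530) from TGF-beta-stimulated HEPG2 CAGA-GFP cells, 500 pg/mL final, 18 h at 37 degrees C in DMEM plus 1% FBS, normalized to unstimulated and DMSO-stimulated controls.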
Nrf2 inh – Nrf2 qHTS screen for inhibitors | A549 ARE-Fluc reporter, luciferase luminescence, 18-24 h | Potency, µM (titrated, usually from 46 µM), for the others: at the highest dose activity change, negative = inhibition, hits mostly inhibitors | 2.1% of 360,000 active; further: on the % scale 0 is the no-effect control and ±100 the full control effect; nearly all actives have a fitted effect of over 60% in size
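Two sequential reads on A549 ARE_Fluc cells exposed to compound for 18-24 h: a CellTiter-Fluor fluorescence read for viability, then a luciferase luminescence read for Nrf2/ARE activity.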
Nrf2 ARE act – qHTS of Nrf2 Activators; Potency, µM (series often up to 46.1 µM), without a hit: at the top dose activation, hits mostly activators; 0.31% of 410,000 active; AREc32 ARE-luciferase reporter (MCF7-derived line), luminescence, 24 h; further: % of control where 0% means no effect; nearly all actives have a fitted effect of over 65% in size
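AREc32 cells carrying an ARE-driven firefly luciferase reporter were seeded at 1000 cells/well in OPTI-MEM with 5% FBS, then exposed to compound for 24 hr at 37 deg C. Luminescence was read with Steady-Glo after 30 min at RT.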
A549 tox – Nrf2 qHTS screen for inhibitors: counterscreen for cytotoxicity; A549 ARE-Fluc cells, CellTiter-Fluor viability, 18-24 h; Potency, µM (top dose mostly 46 µM), for the others: at the top dose activity change, negative = cytotoxicity, usual class: inhibitors; 0.16% of 390,000 active; AID 504648, 2011; further: on the % scale 0 is the no-effect control and ±100 the full control effect
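Cytotoxicity counterscreen: CellTiter-Fluor fluorescence was measured in A549 ARE_Fluc cells after 18-24 h of compound exposure in a concentration series. The subsequent BugLite luminescent read reports ARE-luciferase activity.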
* marks the source's active call; other numbers are inactive results; i = inactive; ? = inconclusive; . = no result given; [ ] = dose if it differs, or a comment. The call rests on the fitted dose curve; in most records, active means well fitted curve in the direction sought with a large enough effect; inconclusive means small, poorly fitted or top-dose-only effect, or another doubt; inactive means no such curve, though single readings can be large; an effect the other way counts as inactive or inconclusive. Potency means the concentration at half of the fitted maximal effect.

Results follow in this order: ATXN viability	HepG2 tox	EPAC2 antag	MCF10A rerep	ATXN2 expr inh	TGFb inhibitor	Nrf2 inh	Nrf2 ARE act	A549 tox
> Cc1ccc(-c2nn3nnnc3c3ccccc23)cc1
  ?	11%	7%	13%	-21%	0%	-15%	-0.4%	3%
> CCCCCCSc1nnc(-c2cnn(-c3ccccc3)c2-n2cccc2)n1C
  i	-100%	-9%	?	-23%	?	7%	4.2%	10%
> O=C(NCC(=O)N1CCCC(C(F)(F)F)C1)c1ccc2ccccc2c1 (configuration not stated)
  i	-14%	-8%	7%	-14%	-5%	2%	-0.3%	1%
> CN1CCc2nc(SCC(=O)Nc3cccc(F)c3)c(C#N)c(-c3cccs3)c2C1
  i	-37%	-1%	-2%	0%	-23%	-1%	-0.4%	-26%
> O=C1N=C(N2CCCC2)S/C1=C\c1cccc(Br)c1
  ?	-34%	12%	24%	20%	10%	0%	?	5%
> Oc1ccc(CNCC2COc3ccccc3O2)cc1 (configuration not stated)
  i	-18%	-6%	?	-2%	-16%	1%	6.0%	2%
> CCCn1c(Nc2ccccc2)nc2ccccc21
  i	-18%	14%	7%	-8%	7%	11%	-0.4%	-3%
> COCCCNC(=O)CC(C)c1ccccc1 (configuration not stated)
  i	4%	3%	1%	9%	-5%	-1%	-1.1%	1%
> Cc1ccc2nc(-c3ccc(C#N)cc3)c(Cc3cccc(Cl)c3)n2c1
  i	-20%	7%	.	-11%	-12%	.	4.5%	.
> CCCNC(=O)C1(O)c2cc(Br)ccc2NC(=O)N1c1ccc(Cl)cc1 (configuration not stated)
  i	1%	3%	4%	-9%	-2%	6%	-0.2%	-3%
> COc1ccc(NC(=O)C(Cc2c[nH]c3ccccc23)NC(=O)OC(C)(C)C)cc1 (configuration not stated)
  ?	-5%	.	.	8%	-13%	?	3.6%	-22%
> CC(=O)c1ccc2c(c1)C1C=CCC1C(c1ccc(S(=O)(=O)N3CCOCC3)cc1)N2 (configuration not stated)
  ?	5%	2%	10%	52%[activator]	?	?	0.1%[9.22 µM]	-7%
> O=C(O)CCn1c(=S)n(CCC(=O)O)c2ccccc21
  i	21%	11%	-8%	5%	9%	0%	-0.5%	-5%
> CCOC(=O)c1ccc(-c2csc(NC(=O)CN3CCC(C)CC3)n2)cc1
  i	-48%	-9%	?	-8%	?	-4%	0.8%	-5%
> O=C(CCC(=O)N(c1ccc(F)cc1)C(C(=O)NC1CCCC1)c1ccncc1)Nc1cccnc1 (configuration not stated)
  i	1%	-2%	1%	0%	-2%	3%	0.3%	-5%
> CCOC(=O)c1c(C)c(C(=O)Nc2ccc(F)cc2)c(C)n1C
  i	-21%	-8%	-3%	0%	?	?	0.0%	0%
> CC1CN(C(=O)c2ccc(C(=O)c3ccccc3)cc2)CC(C)O1 (configuration not stated)
  i	1%	6%	3%	-2%	6%	1%	-0.2%	-8%
> CCOC(=O)c1sc2nc(CC(=O)OC)nc(N3CCN(c4ccc(OC)cc4)CC3)c2c1C
  i	-7%	4%	-1%	-21%	-15%	?	-0.3%	-15%
> CC(C(=O)NC(=O)NC1CCCCC1)N1CCN(C(c2ccccc2)c2ccccc2)CC1 (configuration not stated)
  i	-5%	-6%	2%	-21%	14%	8%	0.3%	2%
> CC1(C(=O)NS(=O)(=O)c2ccc(Cl)s2)CCN1C(=O)c1ccc(C2CCCCC2)cc1 (configuration not stated)
  i	-15%	?	.	12%	16%	.	0.6%	.

Overlap with the part before: 5 compounds, then new ones.
Results follow in this order: ATXN viability	HepG2 tox	EPAC2 antag	MCF10A rerep	ATXN2 expr inh	TGFb inhibitor	Nrf2 inh	Nrf2 ARE act	A549 tox
> CCOC(=O)c1c(C)c(C(=O)Nc2ccc(F)cc2)c(C)n1C
  i	-21%	-8%	-3%	0%	?	?	0.0%	0%
> CC1CN(C(=O)c2ccc(C(=O)c3ccccc3)cc2)CC(C)O1 (configuration not stated)
  i	1%	6%	3%	-2%	6%	1%	-0.2%	-8%
> CCOC(=O)c1sc2nc(CC(=O)OC)nc(N3CCN(c4ccc(OC)cc4)CC3)c2c1C
  i	-7%	4%	-1%	-21%	-15%	?	-0.3%	-15%
> CC(C(=O)NC(=O)NC1CCCCC1)N1CCN(C(c2ccccc2)c2ccccc2)CC1 (configuration not stated)
  i	-5%	-6%	2%	-21%	14%	8%	0.3%	2%
> CC1(C(=O)NS(=O)(=O)c2ccc(Cl)s2)CCN1C(=O)c1ccc(C2CCCCC2)cc1 (configuration not stated)
  i	-15%	?	.	12%	16%	.	0.6%	.
> CCc1ccc(CNC(=O)c2cnc3sc4cc(OC)ccc4n3c2=O)cc1
  .	-2%	.	.	.	24%	7%	0.4%	8%
> COc1ccc(CCN(C)Cc2cccc3ccccc23)cc1OC
  i	-49%	-11%	?	-30%	-13%	-11%	-0.2%	0%
> CO/N=C(\Cn1ncc(NC2CCCCC2)c(Br)c1=O)c1ccc(Cl)cc1
  i	10%	-2%	?	-13%	?	.	0.3%	-13%
> COc1cccc(-n2cc(CN(C)Cc3nc(Cc4ccccc4)no3)cn2)c1
  i	-13%	6%	4%	2%	1%	-5%	2.7%	4%
> CCCn1c(CN2CCCCC2CC)nc2c1c(=O)n(C)c(=O)n2C (configuration not stated)
  i	-16%	13%	-4%	-2%	-10%	8%	-0.9%	-4%
> CC(C)N1CCC(N2CCN(C3CCCCCC3)CC2CCO)CC1 (configuration not stated)
  i	0%	15%	15%	-27%	-5%	11%	0.1%	1%
> Cc1ccc(CNC(=O)c2cc(-c3ccccc3)nn2Cc2cc(C)no2)cc1
  i	-4%	-18%	9%	6%	?	6%	5.0%	1%
> CCCN1C2CCCC1CC(NC(=O)C1CCCCC1)C2 (configuration not stated)
  i	6%	12%	-2%	-5%	5%	13%	-0.4%	2%
> CC1CN(C(=O)CSc2cn(CC(=O)N3CCOCC3)c3ccccc23)CC(C)O1 (configuration not stated)
  i	14%	3%	0%	2%	2%	-11%	-0.2%	0%
> COc1ccc(S(=O)(=O)NC(C)C(=O)N2CCCC2)cc1Cl (configuration not stated)
  i	-10%	22%	8%	1%	6%	10%	0.3%	6%
> CCCc1cc(=O)[nH]c(Nc2ccc(OC)c(Cl)c2)n1
  i	-16%	13%	-179%[0.0737 µM]	-13%	?	1%	4.5%	1%
> O=C1N(c2ccccc2)C(c2ccccc2)C12CCCCC2 (configuration not stated)
  i	-22%	?	?	5%	-24%	13%	5.5%	15%
> COc1ccccc1NC(=O)Cn1c(=O)n(CC(=O)NCc2ccccc2Cl)c(=O)c2sccc21
  i	-16%	.	.	4%	5%	5%	2.5%	-1%
> CCN(C(=O)Cn1c(=O)nc(-c2ccccc2)c2cc(Cl)ccc21)c1cccc(C)c1
  .	6%	.	.	.	0%	.	-0.7%	-18%
> COc1ccc(C2=C(CC(=O)O)C(=O)CC2)cc1
  i	5%	1%	-10%	-5%	-16%	4%	-0.8%	-3%
> CCN1C[C@@H]2[C@@H]3C(=O)N(Cc4ccccc4)C(=O)[C@@H]3[C@](CC)(C(=O)OC)N2C1=NC
  i	2%	12%	-8%	3%	0%	13%	-0.4%	2%
> CCOC(=O)C1=C(CSc2nc(-c3ccccc3)ccc2C#N)OC(N)=C(C#N)C1c1cccnc1 (configuration not stated)
  i	-4%	-4%	?	58%[activator]	?	.	15%	-1%
> CCOc1ccc(-c2oc3ccc(C)cc3c(=O)c2O)cc1
  .	-2%	.	.	23%	?	1%	0.9%	-7%
> CC(=O)N1CCN(C2=NC(=O)/C(=C\c3cccs3)S2)CC1
  i	-6%	-3%	-6%	-17%	-3%	9%	0.3%	-10%
> CCOC(=O)c1ccc(NC(=O)c2nc[nH]c2C(=O)N[C@@H](CC(C)C)C(=O)OC(C)(C)C)cc1
  i	-24%	?	13%	-16%	?	?	0.2%	0%
> Cc1cc(C)n(Cc2ccc(NC(=O)c3c([N+](=O)[O-])c(C)nn3C)cc2)n1
  i	-2%	-1%	-19%	-18%	34%	.	-0.2%	2%
> CSC1=N/C(=C\c2ccccc2)C(=O)N1C
  i	-30%	12%	-2%	-6%	0%	9%	11µM*	-3%
> COCCN1Cc2cccc(C(=O)Nc3ccc(C)c(C)c3)c2C1=O
  i	0%	-2%	-3%	21%	-1%	?	0.6%	-1%
> CCc1cccc(C)c1NC(=O)C1CCN(S(=O)(=O)c2cc(Br)cc3c2N(C(C)=O)CC3)CC1
  i	2%	.	.	15%	12%	18%	-0.7%	-4%
> COc1ccc(NC(=O)CN2CCN(CC(=O)Nc3cc(OC)cc(OC)c3)CC2)cc1
  i	-10%	2%	-16%	2%	-7%	.	-0.4%	-1%
> O=C(OCC(=O)N1CCN(C(=O)c2ccco2)CC1)c1cc(-c2ccc(Cl)c(Cl)c2Cl)nc2ccccc12
  ?	-34%	-5%	?	?	?	?	-0.2%	?
> O=C(NCCN1CCCC1)c1ccc(Br)cc1
  i	19%	1%	-14%	17%	-4%	-1%	0.2%	-7%
> CCN(CCCNC(=O)c1c(C)cc(=O)oc1C)c1ccccc1
  i	3%	0%	21%	-5%	-2%	-22%	4.1%	-21%[1.84 µM]
> O=[N+]([O-])c1cccc(/C=N/NS(=O)(=O)c2ccccc2)c1
  i	-2%	6%	-16%	2%	-13%	13%	2.0%	1%
> Cc1ccc(OCc2nnc(SCC(=O)c3ccccc3)n2Cc2ccco2)cc1
  i	-12%	-4%	?	-3%	8%	.	8.6%	-8%
> Cc1ccccc1N1CCN(CCC(=O)Nc2ccc(F)cc2)CC1
  i	-20%	-9%	2%	.	-4%	-10%	0.1%	-6%
> COc1cc(/C=C2\SC(=S)N(NC(=O)c3cccnc3)C2=O)ccc1O
  32µM*	-10%	-19%	1%	.	-9%	-11%	0.3%	?
> Cc1ccccc1C(=O)N1CC(=O)Nc2ccc(F)cc2C1c1ccc(F)cc1 (configuration not stated)
  i	-26%	12%	-17%	-11%	-3%	-12%	-0.9%	1%
> CCn1cc(/C=N/N=C2\CCC3C4CCc5cc(O)ccc5C4CC[C@]23C)c(C)n1 (some centres not stated)
  ?	-37%	3%	?	-11%	0%	.	5.3%	13%

Compound activity as filed in PubChem BioAssay.

A portion of the library (hit frequency here may not be typical).
